Compound activity deposited in PubChem by several laboratories.
RBBP9 inhibitor = human RBBP9 inhibitors, primary screen, biochemical, fluorescence polarization, FP-Rh probe, HTS; Serine hydrolase RBBP9 (Homo sapiens), O75884; recombinant RBBP9; inhibition, % at 7.94 µM; hit rate 0.2% among 220,000;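 active = inhibition above the campaign mean of all tested compounds plus 3 SD, cut at about 14% in these data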;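 also: plate controls were DMSO wells with RBBP9 for no effect and wells lacking RBBP9 protein for full effect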
Target sequence (O75884 whole entry, looked up): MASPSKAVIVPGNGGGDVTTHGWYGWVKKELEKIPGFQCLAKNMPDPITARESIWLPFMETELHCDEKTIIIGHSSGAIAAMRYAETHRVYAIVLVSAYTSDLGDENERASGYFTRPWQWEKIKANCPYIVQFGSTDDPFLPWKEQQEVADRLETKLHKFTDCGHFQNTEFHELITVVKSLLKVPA
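Measured by – fluorescence polarization · Test system – RBBP9 protein · Input – 2.5 µM RBBP9 dispensing solution, before mixing · Measure – percent inhibition from mP, scaled between DMSO and no-protein wells · Benchmarks – DMSO-treated enzyme wells and wells lacking RBBP9 · Times – preincubation 30 min plus labeling 45 min at 25 °C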
Runt-CBFb FRET = inhibitors of RUNX1 Runt–CBFb binding, primary screen, biochemical, FRET, Cerulean-Runt, Venus-CBFb, uHTS; Runt-related transcription factor 1 (Homo sapiens) + Core-binding factor subunit beta …; Cerulean-Runt/Venus-CBFb FRET ratio 530/480, 1 h; inhibition, % at 20 µM; hit rate 0.46% among 220,000; AID 1496, 2009;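 active = inhibition over about 50% at 20 µM in the single-dose screen, limit read from the data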;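 also: 0% = DMSO wells and 100% = excess unlabeled CBFb competitor control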
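System: Cerulean-labeled Runt domain protein | Quantity: 100 nM of each labeled protein | Schedule: 1 h compound exposure, room temperature | Detection: Fluorescence energy transfer, 422 nm excitation, 530/480 nm emission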
EP2 mod = EP2 receptor modulators, cAMP readout, primary screen, cell-based, HTRF cAMP, PGE2 stimulation | induction, % at 25 µM | hit rate 0.83% among 260,000 | EP2-expressing cells, cAMP HTRF FRET, PGE2 co-stimulation;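 active = compounds whose cAMP rise, as percent of the full-agonist control response, exceeds 60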;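 also: rat C6 glioma line stably carrying human EP2 under a CMV promoter; the protocol text gives 20 µM as final concentration; 100% = response of wells given 1 µM PGE2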
Target sequence (P43116 whole entry, looked up): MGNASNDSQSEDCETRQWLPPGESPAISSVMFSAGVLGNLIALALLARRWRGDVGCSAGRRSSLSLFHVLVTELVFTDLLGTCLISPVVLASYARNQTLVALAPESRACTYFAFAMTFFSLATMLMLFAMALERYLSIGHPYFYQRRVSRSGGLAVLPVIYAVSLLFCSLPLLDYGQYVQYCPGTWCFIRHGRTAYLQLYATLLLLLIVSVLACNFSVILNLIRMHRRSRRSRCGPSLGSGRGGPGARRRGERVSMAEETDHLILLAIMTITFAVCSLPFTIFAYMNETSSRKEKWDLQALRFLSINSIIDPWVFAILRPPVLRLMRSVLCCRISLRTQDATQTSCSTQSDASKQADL
TNF death inh = inhibitors of TNF-alpha triggered necroptosis, primary screen, cell-based, Jurkat FADD-/-, single concentration. Jurkat FADD-/- TNF necroptosis rescue, ATP luminescence, 24 h; 0 = TNF only, 100 = no-TNF cells. activation (protection from cell death), % at 10 µM. hit rate 0.068% among 220,000;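 active = activation, meaning protection from cell death, of at least 50% relative to plate controls; inactive = activation below 50%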;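 also: necroptosis triggered by 40 ng/mL TNF-alpha added together with compound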
Runt-SMMHC FRET = inhibitors of RUNX1 Runt–CBFb-SMMHC binding, primary screen, biochemical, FRET, Cerulean-Runt, Venus-CBFb-SMMHC, uHTS | Runt-related transcription factor 1 (Homo sapiens) + Core-binding factor subunit beta … | Cerulean-Runt/Venus-CBFb-SMMHC FRET ratio 530/480, 1 h | inhibition, % at 20 µM | hit rate 0.74% among 220,000;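 active = mean inhibition across duplicate retests at 20 µM reaching about 50%, limit read from the data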;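 also: 0% = DMSO wells and 100% = wells with excess untagged CBFb-SMMHC; inhibitors lower the FRET ratio by blocking Runt binding to CBFb-SMMHC; some results filed as inactive read as strong as hits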
Hck Nef HTS = inhibitors of Nef-activated human Hck kinase, primary screen, biochemical, Z-Lyte FRET, 384-well, Hck-YEEI | Recombinant Hck-YEEI plus Nef, Z-Lyte FRET kinase assay | inhibition, % at 20 µM | hit rate 0.68% among 220,000 | AID 463187, 2010;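 active = Hck-Nef kinase inhibition above about 50%, limit read from the data; inactive = inhibition below that limit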;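 also: 0% = DMSO with Hck plus Nef and 100% = Hck alone without Nef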
PERK inhibitor = block of dimerizer-induced PERK translation repression, primary screen, PERK inhibitor project, CHO PERK-DD cells, SEAP luminescence, HTS; inhibition, % at 5.6 µM; hit rate 0.17% among 220,000; CHO PERK-DD fusion, SEAP luminescence translation reporter; AID 1416, 2008;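 active = inhibition above the mean inhibition of all tested compounds plus 3 SD, set separately per screening campaign, cut at about 2.9% in these data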;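 also: PERK kinase domain activated by AP20187 dimerizer at 100 nM; 0% = DMSO with dimerizer and 100% = rapamycin at 8.4 µM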
L929 necroptosis = inhibitors of zVAD-triggered necroptosis, primary screen, L929 cells. viability rescue, % at 10 µM. AID 1377, 2008. L929 zVAD necroptosis rescue, ATP luminescence, 24 h; with zVAD 60 µM. hit rate 0.38% among 220,000;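 active = activation, scaled between plate controls, above about 75%, limit read from the data; inactive = activation under that limit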;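 also: 0% = zVAD with DMSO and 100% = DMSO alone without zVAD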
EP2 antag = human EP2 receptor antagonists, primary screen, TR-FRET cAMP, C6 glioma cells; Prostaglandin E2 receptor EP2 subtype (Homo sapiens), P43116; C6 glioma cells expressing human EP2; cells stimulated with saturating PGE2; inhibition, % at 25 µM; hit rate 0.52% among 260,000;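 active = percent inhibition above 40 after rounding to a whole number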;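 also: rat C6 glioma host cells with rolipram phosphodiesterase inhibitor present; the protocol text gives 20 µM as final concentration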
* hit, by the source's call; . = no result given. An excerpt; the hit share may differ from the screen's.

SMILES	RBBP9 inhibitor	Runt-CBFb FRET	EP2 mod	TNF death inh	Runt-SMMHC FRET	Hck Nef HTS	PERK inhibitor	L929 necroptosis	EP2 antag
Cc1cc(C)n(C(=O)/C(C#N)=N/Nc2cc(Cl)cc(Cl)c2)n1	-5	-2	-38	-4.5	-5	11	-0.4	-0.4	2
Cc1ccccc1NC(=O)Cc1nc(CSc2nnc(-c3ccc4c(c3)OCO4)o2)cs1	-8	1	-31	-0.1	2	5	-0.5	-0.4	12
Cc1oc(-c2ccc(Cl)cc2)nc1CN1CCCC(C(=O)NCc2cccnc2)C1 (stereo unspecified)	0	-1	6	-10	1	3	-0.6	1.2	3
CCCOc1ccc(-c2nnn(CC(=O)N3CCC(C)CC3)n2)cc1	-1	-1	-3	-3.2	5	3	-0.4	-0.1	5
O=C(NC(=S)N1CCN(CCO)CC1)C12CC3CC(CC(C3)C1)C2	2	2	13	-0.4	-3	8	1.8	-0.9	3
CN(C)S(=O)(=O)c1ccc2nnn(O)c2c1	-1	0	31	0.2	1	-19	0.0	1.9	5
O=C(CSCc1ccc([N+](=O)[O-])cc1)N/N=C/c1cccnc1	-8	.	-13	0.2	.	26	0.1	2.5	6
O=C(C1CCCN(S(=O)(=O)c2cccc3nonc23)C1)N1CCN(c2cccc(Cl)c2)CC1 (stereo unspecified)	-4	4	19	-11	-1	5	-0.2	-0.4	10
C=CC[n+]1c(/C=C2\C=Cc3cc(C)ccc3N2CC)ccc2ccccc21	-20	4	-53	-17	2	28	-0.6	-1.0	15
CC(C)(C)c1ccc(NC(=O)COC(=O)c2ccc([N+](=O)[O-])s2)cc1	0	1	-74	0.4	-3	4	1.4	1.3	9
O=c1ccn(CCOc2ccc(Cl)cc2)c(=O)[nH]1	3	-1	22	0.5	-9	-2	-0.3	-0.5	12
CCOC(=O)c1ccccc1-c1cn2cc(Cl)ccc2n1	2	2	-39	-1.2	2	-4	0.2	-0.7	2
CC(NC(=O)CCc1nnc(-c2ccc(-c3ccccc3)cc2)o1)c1nc2ccccc2[nH]1 (stereo unspecified)	-9	-3	-79	0.7	1	16	-1.3	-0.3	5
COc1ccc(Oc2nc(C)cc(C)c2S(=O)(=O)c2ccc(C)cc2)cc1	-9	.	49	-2.8	-2	0	-0.4	-0.2	.
Cc1ccc(OCCCn2cc(C#N)c3ccccc32)cc1	-2	-1	9	0.8	0	11	-0.7	0.4	8
CC(NCc1ccccc1O)c1ccccc1 (stereo unspecified)	3	1	2	25	2	-12	1.7	1.8	9
CCOC(=O)c1c(NS(C)(=O)=O)sc2c1CCC(C)C2 (stereo unspecified)	-10	2	7	-2.6	2	2	-0.5	0.3	1
COc1cnc(-c2cccc(C(F)(F)F)c2)nc1OC	-3	-2	27	-0.7	-3	16	-0.2	1.3	7
N/C(=N\OC(=O)C(c1ccccc1)c1ccccc1)c1ccncc1	-8	1	6	-1.0	-5	2	-1.3	-1.0	8
CCCCn1c(SCC(=O)N2CCOCC2)nnc1-c1ccoc1C	-6	-2	24	-0.6	-3	0	0.4	0.1	6
COc1cc(OC)cc(-c2nc3ccccc3s2)c1	1	-2	-34	-1.3	-68	2	0.2	0.3	9
CCOc1ccc(CNc2ccc(S(N)(=O)=O)cc2)cc1	4	-2	-27	0.2	3	5	3.3*	2.4	5
CC(=O)c1cccc(NC(=S)NC(=O)c2ccccc2)c1	-9	-2	-26	1.2	0	1	0.2	0.1	18
O=C(NC(=S)N1CCN(c2ccc(F)cc2)CC1)c1cccs1	-9	4	-41	-1.2	6	24	-0.2	-1.8	2
O=C(CN1CCN(CCO)CC1)Nc1ccccc1	2	1	30	-0.6	3	6	1.0	0.8	8
CCC(NC(=O)c1ccccc1NC(=O)c1ccccc1)C(=O)OC (stereo unspecified)	-4	-1	10	-0.3	-8	7	0.4	1.3	6
CCCCc1nc2sc3c(SCC(=O)NCc4ccco4)ncnc3c2c2c1CCC2	-13	27	68*	-3.8	41	2	0.1	0.7	10
COc1ccc(N=C2SCC(=O)N2c2ccc(OC)cc2)cc1	-10	1	1	1.8	1	1	2.1	0.1	.
CN(Cc1cn(-c2ccccc2)nc1-c1cc2ccccc2o1)C(=O)CCC(=O)O	-4	-4	24	2.2	0	21	-0.3	1.9	5
O=C(NCCCN1CCOCC1)c1ccc(S(=O)(=O)N2CCOCC2)cc1	-4	1	-1	1.4	0	1	0.9	2.4	6
COC(=O)C1=C(C)NC(=O)NC1c1ccsc1 (stereo unspecified)	-4	-1	7	0.1	0	0	0.3	-0.1	16
O=C(CN1C(=O)c2ccccc2S1(=O)=O)NC1CCCC1	-1	0	21	-1.7	-3	-1	0.9	-0.1	1
Cn1c(=O)c2c(nc(CN3CCN(Cc4ccccc4)CC3)n2CCN2CCOCC2)n(C)c1=O	-2	-1	26	0.0	3	1	0.2	0.8	4
Nc1nc(-c2ccco2)nn1C(=O)c1ccc(F)cc1	0	-1	2	-0.7	-2	-70	0.8	0.5	8
O=C1Nc2ccc3sc4ccccc4c3c2C1=O	4	0	-11	-3.7	0	18	0.4	0.8	11
COCCCn1c(=O)/c(=C\c2ccc(OC(F)F)c(OC)c2)s/c1=C(/C#N)C(=O)NCCOC	1	12	8	5.0	84	-2	0.8	0.5	13
COc1ccc(NC(=O)c2cccc(F)c2)cc1Cl	-6	-1	-45	0.6	6	-22	-0.2	0.1	.
Cc1ccc(S(=O)(=O)Cn2nnnc2C(CC(C)C)N2CCN(C)CC2)cc1 (stereo unspecified)	-1	3	-21	2.4	-4	-4	0.8	0.5	5
O=C(Cc1ccc(Cl)cc1)Nc1ccccc1N1CCOCC1	2	-1	26	-1.0	-1	1	0.6	-0.3	2
O=C(O)c1cccc(NS(=O)(=O)/C=C/c2ccccc2)c1	-6	2	24	0.0	-1	2	0.5	-0.6	5
CC(Oc1ccccc1F)C(=O)NCCN1CCCCC1 (stereo unspecified)	-4	-2	-6	-2.9	1	2	0.7	0.0	11
Cc1cccc(NC(=O)CSc2nnc(CCCCCNC(=O)OC(C)(C)C)o2)c1C	8	-2	18	0.7	-7	1	-1.2	0.2	5
Cc1ccccc1NC1C=CS(=O)(=O)C1 (stereo unspecified)	-6	-1	7	2.1	-1	4	1.7	0.4	12
Cc1ccc(OCCn2c(C3CC(=O)N(Cc4ccccc4)C3)nc3ccccc32)cc1 (stereo unspecified)	-9	-6	5	-1.2	-5	-1	-0.5	-0.4	9
C#Cc1ccc([C@H]2C=C(C(=O)N3CCN(Cc4ccc5c(c4)OCO5)CC3)O[C@@H](OCC)[C@@H]2CCCO)cc1	-4	-1	-8	2.8	-1	-3	0.6	-0.7	3
CC1Cc2cccc3c(O)c(C(=O)c4nn[nH]n4)c(=O)n1c23 (stereo unspecified)	2	4	29	1.1	-1	4	1.4	0.9	14
CC1=CC(C)(C)N(S(=O)(=O)c2ccc(C)cc2)c2cc(C)ccc21	21*	-3	70*	-9.3	-6	1	0.5	-1.1	13
CCCC(C)C(=O)Nc1ccncc1 (stereo unspecified)	-9	0	14	-1.8	3	0	0.0	0.0	2
O=C(CCCn1c(SCc2ccccc2F)nc2ccccc2c1=O)NCC1CCCO1 (stereo unspecified)	-1	-12	28	2.2	-4	19	0.3	0.5	2
Cc1ccc(C)c(NC(=O)Cn2nc(-c3ccccc3)nc2-c2ccccc2)c1	4	-3	2	-0.4	-7	59*	0.1	1.1	5
CC(=O)Nc1nonc1NC(=O)CSc1ncn[nH]1	-5	-3	15	-0.3	3	0	-0.3	0.0	3
COc1ccc(/C=C/C(=O)OCc2cccc([N+](=O)[O-])c2)cc1	-1	-3	-46	1.0	-3	15	0.2	-0.2	5
COC(=O)c1oc2c(c1C)C(=O)CCC2	-9	1	-27	1.2	2	17	0.5	0.6	4
O=C(c1cc(=O)[nH]c2ccccc12)N1CCN(c2cccc(C(F)(F)F)c2)CC1	-4	-6	-32	0.8	-4	-20	0.4	2.0	7

10 entries from above in a different format.
Order of values: RBBP9 inhibitor, Runt-CBFb FRET, EP2 mod, TNF death inh, Runt-SMMHC FRET, Hck Nef HTS, PERK inhibitor, L929 necroptosis, EP2 antag
CCOC(=O)c1ccccc1-c1cn2cc(Cl)ccc2n1
  2, 2, -39, -1.2, 2, -4, 0.2, -0.7, 2
CC(NC(=O)CCc1nnc(-c2ccc(-c3ccccc3)cc2)o1)c1nc2ccccc2[nH]1 (stereo unspecified)
  -9, -3, -79, 0.7, 1, 16, -1.3, -0.3, 5
COc1ccc(Oc2nc(C)cc(C)c2S(=O)(=O)c2ccc(C)cc2)cc1
  -9, ., 49, -2.8, -2, 0, -0.4, -0.2, .
Cc1ccc(OCCCn2cc(C#N)c3ccccc32)cc1
  -2, -1, 9, 0.8, 0, 11, -0.7, 0.4, 8
CC(NCc1ccccc1O)c1ccccc1 (stereo unspecified)
  3, 1, 2, 25, 2, -12, 1.7, 1.8, 9
CCOC(=O)c1c(NS(C)(=O)=O)sc2c1CCC(C)C2 (stereo unspecified)
  -10, 2, 7, -2.6, 2, 2, -0.5, 0.3, 1
COc1cnc(-c2cccc(C(F)(F)F)c2)nc1OC
  -3, -2, 27, -0.7, -3, 16, -0.2, 1.3, 7
N/C(=N\OC(=O)C(c1ccccc1)c1ccccc1)c1ccncc1
  -8, 1, 6, -1.0, -5, 2, -1.3, -1.0, 8
CCCCn1c(SCC(=O)N2CCOCC2)nnc1-c1ccoc1C
  -6, -2, 24, -0.6, -3, 0, 0.4, 0.1, 6
COc1cc(OC)cc(-c2nc3ccccc3s2)c1
  1, -2, -34, -1.3, -68, 2, 0.2, 0.3, 9
